From PubChem
N370S GC mod: inhibitors or activators of N370S glucocerebrosidase for Gaucher disease | P04062 | N370S GC spleen homogenate, 4MU-glucoside fluorescence | Potency, µM (series often up to 59.4 µM), without a hit: top-dose activity change, negative = inhibition, hits mostly inhibitors | 330,000 tested, 0.092% active;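 further: 0% = full enzyme activity and -100% = no enzyme basal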
KAT2A inh: inhibitors of human GCN5L2 histone acetyltransferase. Q92830. GCN5L2 HAT assay, ThioGlo1 CoA-SH fluorescence. Potency, µM (series often up to 58.9 µM), for inactives: at the top dose activity change, negative = inhibition, most hits filed as inhibitors. 390,000 tested, 0.21% active
Target sequence (Q92830 whole entry, looked up): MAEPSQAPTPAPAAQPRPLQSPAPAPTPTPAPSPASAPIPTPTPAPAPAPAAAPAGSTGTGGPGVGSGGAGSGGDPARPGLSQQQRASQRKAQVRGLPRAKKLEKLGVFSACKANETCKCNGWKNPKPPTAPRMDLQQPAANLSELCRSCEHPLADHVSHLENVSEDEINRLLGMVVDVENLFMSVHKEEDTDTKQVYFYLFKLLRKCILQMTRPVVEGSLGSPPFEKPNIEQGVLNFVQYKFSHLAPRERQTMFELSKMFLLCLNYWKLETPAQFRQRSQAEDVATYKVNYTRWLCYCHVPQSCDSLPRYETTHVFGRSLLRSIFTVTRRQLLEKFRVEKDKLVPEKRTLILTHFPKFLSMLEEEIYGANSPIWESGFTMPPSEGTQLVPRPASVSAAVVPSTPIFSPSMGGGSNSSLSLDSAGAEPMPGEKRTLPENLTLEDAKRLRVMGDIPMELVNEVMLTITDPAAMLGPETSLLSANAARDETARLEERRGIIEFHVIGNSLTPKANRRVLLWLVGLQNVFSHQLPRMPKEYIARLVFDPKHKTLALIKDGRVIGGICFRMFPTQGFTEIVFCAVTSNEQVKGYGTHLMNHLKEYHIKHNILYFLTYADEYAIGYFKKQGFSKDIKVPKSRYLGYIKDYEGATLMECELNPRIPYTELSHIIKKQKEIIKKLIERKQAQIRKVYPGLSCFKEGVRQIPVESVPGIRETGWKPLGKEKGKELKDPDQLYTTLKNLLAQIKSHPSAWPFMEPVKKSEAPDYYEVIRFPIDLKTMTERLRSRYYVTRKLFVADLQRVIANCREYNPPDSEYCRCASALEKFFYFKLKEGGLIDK
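Compounds, pin-transferred from DMSO stocks, meet 20nM GCN5L2 for 15 min before the reaction begins with H3(1-25) peptide (75uM) and acetyl-CoA (70uM). Thiol-reactive ThioGlo1 reports CoA release over 20 min at room temperature.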
FEN1 inhibitor: inhibitors of human flap endonuclease 1; Potency, µM (doses to about 114 µM), without a hit: at the highest dose activity change, negative = inhibition, most hits filed as inhibitors; Recombinant FEN1 flap cleavage, fluorescence, 15 min; AID 588795; 390,000 tested, 0.35% active; P39748; further: nearly all actives have a fitted effect of over 65% in size
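Steps: FEN1 (10 nM) dispensed; compound added by pin tool; 15 min at room temperature; substrate added to 50 nM final; reads at 0 min and 15 min; data normalized and fitted (four-parameter Hill).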
* hit, by the source's call; ? = inconclusive; . = no result given; & = joins results of further samples. The call rests on the fitted dose curve; in most records, active means well fitted curve in the direction sought with a large enough effect; inconclusive means small, poorly fitted or top-dose-only effect, or another doubt; inactive means no such curve, though single readings can be large; an effect the other way counts as inactive or inconclusive. Unless noted, on the % scale 0 is the no-effect control and ±100 the full control effect; potency means the concentration at half of the fitted maximal effect.

Start of the data: the first 2 entries (preview)
Order of results – N370S GC mod, FEN1 inhibitor, KAT2A inh
O=C(COc1ccccc1)Nc1nnc(SCc2cc(=O)c3ccccc3[nH]2)s1
  ., -6%, -6%
O=C(CSc1nc2ccccc2c(=O)n1CC1CCCCC1)N1CCOCC1
  -11%, -2%, 0%

The listing, from the start:
Order of results – N370S GC mod, FEN1 inhibitor, KAT2A inh
O=C(COc1ccccc1)Nc1nnc(SCc2cc(=O)c3ccccc3[nH]2)s1
  ., -6%, -6%
O=C(CSc1nc2ccccc2c(=O)n1CC1CCCCC1)N1CCOCC1
  -11%, -2%, 0%
CCOC(=O)C1(CCc2ccccc2)CCN(C(=O)CCn2cncn2)CC1
  4%, 16%, -1%
CCN(Cc1ccccc1)S(=O)(=O)c1ccc(C(=O)N(CCCN(C)C)c2nc3cc(OC)ccc3s2)cc1
  ?, -20%, -15%
COc1cc(NC(=O)CSc2nccn2C)cc(OC)c1OC
  ., -4%, -3%
CCNc1nc(NCC)n2c(SCC(=O)Nc3ccccc3OC(F)F)nnc2n1
  ., -4%, -4%
O=C(Nc1nccs1)C1CCN(S(=O)(=O)c2ccc(Cl)c(C(F)(F)F)c2)CC1
  16%, 3%, ?
CSc1nc(N)nc2c1ncn2CC(=O)N[C@H](CO)Cc1c[nH]c2ccccc12
  ., 17%, -2%
Cc1ccccc1-n1c(SC(C)C(=O)N2CCN(C)CC2)nc2ccccc2c1=O (stereo not given)
  3%, 1%, 2%
COC(=O)c1ccc(C(=O)OC)c(NC(=O)c2c(-c3ccccc3)noc2C)c1
  ., 13%, -13%
COCCOC(=O)C1=C(C)NC(=O)N(C(C)=O)C1c1ccc(Cl)cc1 (stereo not given)
  -9%, -12%, 0%
Cn1c(SCC(=O)Nc2ccccc2[N+](=O)[O-])nnc1C(F)(F)F
  -1%, 16%, -13%
Cc1cccc(NC(=O)c2cc3ccccc3nc2C)c1
  -4%, -1%, -5%
CC(C(=O)Nc1ccccc1C(F)(F)F)n1nc(-c2ccccc2)c2c(c1=O)CCCC2 (stereo not given)
  ., -13%, -6%
CN(C)c1nc(OCCNC(=O)Nc2ccccc2)nc(N2CCCCC2)n1
  29%, -9%, 1%
CCOC(=O)CSc1nnc(-c2cccs2)n1-c1ccccc1
  9%, 13%, .
Cc1ccc(CNS(=O)(=O)c2cc3c(cc2C)NC(=O)CO3)cc1
  -11%, -4%&-6%, -4%&-16%
CN(C(=O)c1ccccc1)C1(C)CCS(=O)(=O)C1 (stereo not given)
  -14%, 0%, .
O=C(CCN1C(=O)C2C3C=CC(C3)C2C1=O)N1CCN(c2ccc([N+](=O)[O-])cc2)CC1 (stereo not given)
  -15%, -13%, -1%
CSc1nc2ccsc2c(=O)n1-c1cccnc1
  1%, -18%, -5%
CCCC(=O)N1CCN(c2ccc(NC(=S)NC(=O)CC)cc2)CC1
  ., -4%, -4%
FC(F)(F)c1cc(-c2ccccn2)nc2cc(-c3ccccc3)nn12
  -16%, 1%, -12%
Cc1noc(C)c1CSCC(=O)Nc1nc(-c2ccc(F)c(F)c2)cs1
  2%, -11%, -12%
c1ccc(-n2cnc3cc(NCc4ccco4)ccc32)cc1
  11%, -9%, -1%
CN(C)c1ccc(C(=O)Nc2cccc(-c3nc4cccnc4s3)c2)cc1
  ., -5%, -4%
CCOc1ccc(N(CC)C(=O)CSc2n[nH]c(-c3ccccc3)n2)cc1
  ., -9%, -11%
CCc1nc(SCC(=O)Nc2ccccc2OC)n[nH]1
  0%, 15%, 0%
C=CCn1c(SCC(=O)C(C)(C)C)nnc1-c1ccccn1
  0%, 4%, -6%
CN(C)C(CNC(C(=O)Nc1ccc(F)cc1)c1ccccc1)c1ccccc1 (stereo not given)
  -19%, -6%, 2%
Cc1cccc(C(=O)N/N=C/c2ccc[nH]2)c1
  1%, -1%, -4%
N#Cc1nc(-c2ccccc2F)oc1N1CCN(C(=O)c2ccco2)CC1
  -1%, 2%, -5%
COCCNC(=O)c1noc2c1CCc1cc(OC)ccc1-2
  -24%, 3%, -2%
COc1ccccc1CNC(=O)c1ccc2c(c1)OCO2
  -9%, 3%, 0%
COc1ccc(C(=O)Nc2cccc(NC(=O)c3cccs3)c2)cc1OC
  -1%, -5%, -6%
COc1cc2c(-c3ccc4cc[nH]c4c3)c(-c3ccsc3)oc(=O)c2cc1OC
  ., -11%, -10%
COc1ccc(OC)c(/C=N/NC(=O)CCCC(=O)Nc2cccc(Br)c2)c1
  -25%, -22%, -8%
Cc1cccc(CSC2=NCCN2C(=O)c2ccc(Br)o2)c1
  12%, -2%, -9%
CCCCN(C)C(=O)CS(=O)(=O)Cc1nc(-c2cccc(OC)c2)oc1C
  18%, -16%, -20%
COc1ccc(CCN2CC(C(=O)NCCc3ccc(C)cc3)CC2=O)cc1OC (stereo not given)
  3%, 4%&6%, -11%&-1%
O=C(COC(=O)c1nc(Cl)ccc1Cl)Nc1ccc(Cl)cc1
  ., 1%, 2%
CCOC(=O)c1ccc(NC(=O)CSc2cc(=O)n(CC)c3ccccc23)cc1
  ., -5%, -2%
Cc1cccc(CSc2nc3c(c(-c4cccs4)c2C#N)CN(C)CC3)c1
  -13%, 9%, -5%
O=C(CCn1c(=O)c2cccn2c2cccnc21)NCc1cccc(Br)c1
  ., -4%, -11%
Cc1nn(-c2ccccc2)c(-c2ccccc2)c1C(=O)O
  -1%, 4%, -3%
CC1(C)CN(c2ccc(C(=O)c3ccccc3)cc2)C1=O
  -3%, 0%, -2%
CCOc1ccc(CN(C)C(=O)c2ccc(S(=O)(=O)N(C)c3ccccc3OC)cc2)cc1
  ., -3%, -4%
CN(C(=O)CSc1nc2sc3c(c2c(=O)n1C)CCC3)C1CCS(=O)(=O)C1 (stereo not given)
  ., -7%, -2%
O=C(COc1ccccc1)NCC1(N2CCCCC2)CCCCC1
  -7%, 0%, 2%
CCc1ccc(N2CC(C(=O)Nc3cc(C)on3)CC2=O)cc1 (stereo not given)
  -4%, 5%, -2%
O=C(NN1C(=O)C2C3C=CC([C@@H]2C1=O)C31CC1)c1ccccc1 (stereo not given in full)
  1%, -2%, -9%
O=C(c1ccc2c(=O)n(Cc3ccc(Cl)cc3)c(=S)[nH]c2c1)N1CCOCC1
  6%, -12%, 2%
COc1ccc(N2CCN(C(=O)c3ccc(C)c(NC(=O)c4nsc5ccccc45)c3)CC2)cc1
  ., -11%, -14%
Cn1cc(CC(=O)Nc2cccc(C#N)c2)c2ccccc21
  -19%, 14%, 0%
CN(C)C(CNC(=O)c1ccc2nc[nH]c2c1)c1ccccc1 (stereo not given)
  -6%, -1%, -10%
COc1cc(NCc2ccccc2)c2ncn(Cc3ccccc3)c2c1
  ., -14%, -15%
Cc1cc(C(=O)NNC(=S)Nc2ccccc2)nn1C
  -1%, -6%, -4%
S=C(NCc1ccc(Cl)cc1)Nc1ccc(Cl)cc1Cl
  2%, -5%, 12%
O=C(CCN1C(=O)/C(=C/c2ccccc2Cl)SC1=S)NCCc1ccc(O)cc1
  -3%, -3%, 0%
O=C(O)CC/C(=C\c1cc2c(cc1Br)OCO2)c1nc2ccccc2s1
  3%, -3%, -9%
COc1ccc(OC)c(NC(=S)N2c3ccccc3CC2C)c1 (stereo not given)
  5%, 6%, ?

Following part
Order of results – N370S GC mod, FEN1 inhibitor, KAT2A inh
CC1CCCN(C(=S)Nc2ccc(Nc3ccccc3)cc2)C1 (stereo not given)
  10%, -9%, -3%
COc1ccc(C(=O)COc2ccc3c(C)cc(=O)oc3c2)cc1
  24%, -2%, -7%
Cc1ccccc1C1CC(c2ccc(Br)cc2)Nc2nc(N)nn21 (stereo not given)
  -5%, -3%, -3%
CCC(=O)N1CCc2cc(S(=O)(=O)N3CCN(c4ccccc4)CC3)ccc21
  -6%, -8%, 0%
CC1CCCN(Cc2nc3c(c(=O)n(C)c(=O)n3C)n2Cc2c(F)cccc2Cl)C1 (stereo not given)
  -4%, -3%, -6%
N#CCCn1c(=O)c(-c2cc(F)cc(F)c2)nc2cnc(Oc3cccc(Cl)c3)nc21
  10%, ., ?
CC1CCCCN1C(=O)CSCC(=O)Nc1nc(-c2cccs2)cs1 (stereo not given)
  7%, -23%, -8%
Cc1ccc2c(=O)cc(C(=O)N(Cc3ccc(N(C)C)cc3)C3CCS(=O)(=O)C3)oc2c1 (stereo not given)
  ., -2%, -6%
Cc1ccc(C(=O)NC2CC3CCCC(C2)N3C(=O)NC2CCCCC2)cc1 (stereo not given)
  -8%, ., 0%
CCOc1ccccc1NC1(c2ccccc2)C(=O)c2ccccc2C1=O
  ., -14%, -23%
Cc1cc(C)cc(OCC(=O)Nc2nonc2NC(=O)COc2cc(C)cc(C)c2)c1
  -2%, 9%, -20%
Cc1cccn2cc(-c3cccc(NS(=O)(=O)c4ccc(Cl)c(Cl)c4)c3)nc12
  ., -5%, 6%
COC(=O)c1ccc(CNCC(=O)Nc2ccc(C(=O)OC)cc2)cc1
  28%, 5%, -4%
COCCn1c(=O)c(-c2ccccc2)nc2cnc(N(C)C)nc21
  25%, ., -22%
O=C1CC(N2CCCCCC2)C(=O)N1c1ccc2c(c1)OCO2 (stereo not given)
  -3%, -3%, -15%
Cn1c(Cc2nc3ccccc3n2C)nc2ccccc21
  0%, -6%, -10%
COc1ccc(C(=O)Nc2ccc(Cl)cc2C(=O)N2CCOCC2)cc1
  -8%, 13%, -1%
CC(OC(=O)CNC(=O)COc1ccccc1)C(=O)N(C)Cc1ccccc1 (stereo not given)
  -6%, 3%, -18%
CC(C)CC(NC(=O)C1CCCCC1)C(=O)Nc1cccc(C(F)(F)F)c1 (stereo not given)
  ., -3%, 2%
NS(=O)(=O)c1ccc(NC(=O)CSc2nc3ccccc3n2-c2ccccc2)cc1
  0%, -6%, -7%
CCOc1ccc(CCNC(=O)CCc2c(C)nc3c(c(C)nn3-c3ccccc3)c2C)cc1OCC
  ., 0%, -4%
CC(C)[C@@H](C(=O)NCC1CCCO1)N1C(=O)N2CCc3c([nH]c4ccccc34)[C@@]2(C)C1=O (stereo not given in full)
  1%, -5%, -17%
O=c1cnc2cnc(Nc3ccccc3)nc2n1C1CC1
  -4%, ., -6%
CCN(CC(=O)N1CCN(Cc2ccccc2)CC1)S(=O)(=O)c1ccc(C)cc1
  -2%, -3%, 8%
Cc1ccc(C)c(NC(=O)c2ccc[n+](Cc3ccc([N+](=O)[O-])cc3)c2)c1
  -11%, 0%, -3%
COc1ccc(-c2nnc(SCC(=O)N3CCc4ccccc43)o2)cc1OC
  ., -3%, 0%
O=C(NCCCO)C(=O)Nc1ccc2c(c1)N(S(=O)(=O)c1cccs1)CCC2
  -3%, 4%, -4%
N/C(Cc1ccc(Cl)cc1Cl)=N\OC(=O)Cc1cccs1
  6%, -7%, -2%
CCOc1cc(C(=O)N2CCCC2)cc(OCC)c1OCC
  -3%, -1%, -6%
CCCCCCCCCC[n+]1cccc(C(=O)N(CC)CC)c1
  -13%, 20%, -6%

Single records, as listed above:
CC1CCCN(C(=S)Nc2ccc(Nc3ccccc3)cc2)C1 (stereo not given) in the list: N370S GC mod: 10%; FEN1 inhibitor: -9%; KAT2A inh: -3%
COc1ccc(C(=O)COc2ccc3c(C)cc(=O)oc3c2)cc1 in the list: N370S GC mod: 24%; FEN1 inhibitor: -2%; KAT2A inh: -7%

(more compounds)
Order of results – N370S GC mod, FEN1 inhibitor, KAT2A inh
O=C(Nc1ccc(N2CCCC2)c(S(=O)(=O)Nc2cccc(C(F)(F)F)c2)c1)c1cccs1
  20%, -21%, -11%
CCc1cc2c3c([nH]c2cc1S(=O)(=O)N1CCC2(CC1)OCCO2)CCCC3=O
  -12%, 13%, -1%
O=C(CSCc1ccccc1Br)NC1CC1
  -8%, 5%, -1%
Cc1ccc(N2C(=O)[C@@H]3C(C(=O)CN4C(=O)c5ccccc5C4=O)=NN[C@@H]3C2=O)c(C)c1
  5%, -5%, -4%
CSc1cccc(CN2CCCC(CNC(=O)c3ccco3)C2)c1 (stereo not given)
  -6%, 4%, -4%
CCC1C(=O)C(C)(C)C(=O)OC1c1ccc([N+](=O)[O-])cc1 (stereo not given)
  -3%, 12%, -2%
O=C1CCN(Cc2ccccc2)CCN1[C@H](CO)c1ccccc1
  -3%, -10%&-11%&-4%, 0%
CCc1nc2oc3ccccc3c(=O)c2c(=O)n1Cc1ccccc1
  22%, -11%, -3%
CC(=O)Nc1cccc(/C(C)=N/N2C(C)CCCC2C)c1 (stereo not given)
  -2%, 14%, 0%
O=C1C(=O)N(CCN2CCOCC2)C(c2ccc(Cl)cc2)/C1=C(/O)c1ccc(S(=O)(=O)N2CCOCC2)cc1 (stereo not given)
  -9%, 1%, -11%

Not all compounds are listed, so the mix of outcomes need not match the whole.
